ADAM10 inh = inhibits human ADAM10. O14672. recombinant ADAM10, EDANS/DABCYL FRET peptide cleavage, 3 h. inhibition, % at 7 µM. 370,000 tested, 0.62% active. AID 720582;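 active = inhibition above a per-campaign cutoff equal to the mean of compounds falling between control-based bounds plus 3 SD, cut at about 20% in these data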;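 note: 0% = DMSO wells while the 100% control is not disclosed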
GAA850 FXN act = activators of GAA850 frataxin (FXN) promoter; HEK293 lucGAA850 FXN promoter luciferase reporter, 24 h; percent of 10 µM SAHA response; activation, % at 6 µM; 360,000 tested, 0.56% active; AID 540364;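 active = activation above the average of all compounds screened plus 3 SD, cutoff fixed separately per campaign, cut at about 7.5% in these data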;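 note: 0% = DMSO wells and 100% = 10 µM SAHA wells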
HGIII-sPLA2 inh = Inhibits HGIII-sPLA2 liposome hydrolysis, primary screen; Q9NZ20; QFRET BODIPY PC-A2 liposome hydrolysis, fluorescence; inhibition, % at 12.2 µM; 370,000 tested, 0.56% active; AID 743126;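 active = inhibition above mean plus 3 SD of compounds lying within the high and low control bounds, cut at about 19% in these data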;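 note: 0% = median of test compound wells and 100% = no enzyme DMSO wells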
Target sequence (Q9NZ20 whole entry, looked up): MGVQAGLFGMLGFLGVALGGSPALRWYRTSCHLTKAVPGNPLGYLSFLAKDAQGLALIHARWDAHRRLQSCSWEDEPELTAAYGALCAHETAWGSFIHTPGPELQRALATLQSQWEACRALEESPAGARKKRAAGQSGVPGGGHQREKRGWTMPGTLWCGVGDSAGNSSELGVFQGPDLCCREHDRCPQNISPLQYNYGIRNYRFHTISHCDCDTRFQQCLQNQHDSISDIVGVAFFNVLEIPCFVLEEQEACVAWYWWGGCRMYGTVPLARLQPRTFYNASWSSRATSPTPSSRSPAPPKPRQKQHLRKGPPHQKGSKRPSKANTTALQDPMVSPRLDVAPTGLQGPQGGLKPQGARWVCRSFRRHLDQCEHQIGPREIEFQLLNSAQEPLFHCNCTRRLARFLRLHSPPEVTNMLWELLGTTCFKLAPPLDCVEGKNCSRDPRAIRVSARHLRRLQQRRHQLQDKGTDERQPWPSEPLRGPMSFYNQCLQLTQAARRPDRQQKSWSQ
GC-B act = GC-B (human) receptor activation | P20594 | HEK293-GC-B cells, CNP EC30, cGMP TR-FRET; 0% at EC30 CNP, 100% saturating CNP | activation, % at 10 µM | 370,000 tested, 0.11% active | AID 1920062;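 active = activation at 10 µM reaching about 35% in either raw or pattern-adjusted values, limit read from the data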
ARFGAP1 inhibitor = inhibitors of rat ARFGAP1; Q62848; Arfgap1-stimulated ARF1 GTP hydrolysis, GDP FP detection; inhibition, % at 16.5 µM; 360,000 tested, 0.26% active;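 active = inhibition above a per-plate limit, mean inhibition of low control wells plus 3 SD, cut at about 25% in these data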;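 note: 0% = DMSO wells with enzyme and 100% = wells lacking Arfgap1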
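Replicates: Single well per compound | Assay system: Truncated rat Arfgap1 GAP domain | Control set: No-Arfgap1 wells (100%) versus DMSO full-reaction wells (0%) | Times: Enzyme reaction 120 min at 25 °C after 20 min preincubation | Reagent: Human ARF1(Δ1-17)-GTP substrate | Measured by: Tracer-displacement fluorescence polarization with EDTA stop, 620/688 nm | Measure: Percent inhibition of Arfgap1-stimulated GTP hydrolysis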
DDE Tn6 FP inh = DD(E)-Tn6 binding inhibition, primary FP screen | P02675 | Fibrin DD(E) TRITC-Tn6 fluorescence polarization displacement | inhibition, % at 8.3 µM | 370,000 tested, 0.21% active;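 active = inhibition above a per-campaign cutoff: mean of compounds within control limits plus 3 SD, cut at about 15% in these data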;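 note: 0% = median of all compound wells on the plate and 100% = blocking peptide control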
Target sequence (P02675 whole entry, looked up): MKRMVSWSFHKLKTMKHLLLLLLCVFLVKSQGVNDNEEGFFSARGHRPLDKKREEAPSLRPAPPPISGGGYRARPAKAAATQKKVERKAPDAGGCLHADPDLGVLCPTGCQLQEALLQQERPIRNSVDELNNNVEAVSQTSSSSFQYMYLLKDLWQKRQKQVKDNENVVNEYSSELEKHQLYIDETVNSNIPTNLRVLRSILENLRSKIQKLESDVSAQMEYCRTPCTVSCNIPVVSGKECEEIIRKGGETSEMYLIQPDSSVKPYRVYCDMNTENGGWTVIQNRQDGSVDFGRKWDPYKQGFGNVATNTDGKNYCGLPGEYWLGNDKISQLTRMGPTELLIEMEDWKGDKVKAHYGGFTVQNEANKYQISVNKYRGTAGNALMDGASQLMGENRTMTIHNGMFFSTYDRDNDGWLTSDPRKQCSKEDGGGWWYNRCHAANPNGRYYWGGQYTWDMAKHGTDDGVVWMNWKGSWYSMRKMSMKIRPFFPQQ
rCAG RNA binder = binds r(CAG) RNA repeats; r(CAG) RNA repeat, TO-PRO-1 dye displacement fluorescence; inhibition, % at 3 µM; 370,000 tested, 1.3% active; AID 651821;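 active = inhibition above the plate cutoff, the mean of all test compounds on that plate plus 3 SD, cut at about 35% in these data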;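 note: 0% = DMSO alone and 100% = 100 µM mitoxantrone as full dye displacement; higher means more dye released from RNA so lower well fluorescence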
ASAP1 inh = ASAP1 ArfGAP inhibition. Q9ULH1. ASAP1-stimulated ARF1 GTP hydrolysis, GDP FP detection. inhibition, % at 16.5 µM. 360,000 tested, 0.19% active. AID 624377; in the data active = inhibition above about 25%;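 note: 0% = vehicle with enzyme and substrate and 100% = no enzyme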
KLK7 zymogen act = proKLK7 (human) activation, primary screen. P49862. purified proKLK7, EDANS-DABCYL substrate fluorescence; 100% is mature enzyme control, 0% vehicle. activation, % at 7 µM. 370,000 tested, 0.9% active. AID 652039;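 active = activation above the mean of all tested compounds plus 3 SD, computed per campaign excluding outliers beyond control limits, cut at about 13% in these data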
GC-A act = GC-A (human) enzyme activation | P16066 | 370,000 tested, 0.14% active | HEK293 GC-A cells, cGMP TR-FRET, EC30 ANP; 0% at EC30 ANP, 100% saturating ANP | AID 1671463 | activation, % at 10 µM; in the data active = activation above about 40%
* = called active by the depositor; . = no result given; & = joins results of further samples.

mol | ADAM10 inh | GAA850 FXN act | HGIII-sPLA2 inh | GC-B act | ARFGAP1 inhibitor | DDE Tn6 FP inh | rCAG RNA binder | ASAP1 inh | KLK7 zymogen act | GC-A act
CC(=O)NCCn1c(SCC(=O)NCCC2=CCCCC2)nc2ccccc2c1=O | 0 | -2.5 | 2 | -5 | -1 | -7 | -2 | 1 | 0.2 | -3
COC(C(=O)Nc1ccnn1C1CCN(Cc2ccc(Cl)s2)CC1)c1ccccc1 (stereo not drawn) | -7 | -1.1 | 2 | -9 | 6 | -4 | -7 | 3 | 0.3 | -3
CCOc1ccccc1N(CC(=O)N1CCOCC1)S(=O)(=O)c1ccc(SC)cc1 | 5 | 0.7 | -1 | -9 | 18 | 2 | -2 | 7 | 0.2 | 0
COc1ccc([C@H]2C[C@H](n3cc(C4CC4)nn3)[C@@H](O)CN2CC2CCCCC2)cc1 | 4 | -1.9 | -15 | -12 | -3 | 6 | 2 | 4 | 0.7 | -19
CCc1ccc(/C=C(\Cl)c2nc3cc(Cl)ccc3c(=O)[nH]2)cc1 | -3 | 1.4 | -3 | 1 | 8 | 1 | 4 | 7 | -0.2 | -2
NC(=O)CC(NC(=O)c1ccc(Br)cc1)c1ccc(N2CCN(c3ccccn3)CC2)c([N+](=O)[O-])c1 (stereo not drawn) | 6 | 0.7 | -13 | -5 | 20 | 8 | 7 | 3 | -0.2 | -9
COc1ccc(/C=C2\SC(=S)N(CCC(=O)NCCCn3ccnc3)C2=O)cc1 | 2 | -2.3 | -5 | -2 | 17 | 1 | -1 | 2 | 0.5 | 0
Cc1cccc(N)c1SC1CCCCC1O (stereo not drawn) | -4 | 2.0 | 3 | 1 | 6 | 4 | -1 | -1 | -0.4 | 0
CC1(C)CC(=O)C2=C(C1)N1C(=C(C#N)C2c2ccccc2Cl)N=C(N)c2ccccc21 (stereo not drawn) | -10 | -4.0 | 2 | 22 | 6 | 17* | 6 | 12 | -0.3 | 19
CC(C(=O)Nc1ccccc1-c1ccccc1)N1CCN(Cc2ccccc2)CC1 (stereo not drawn) | 13 | 2.9 | -10 | 0 | -11 | -5 | -5 | 2 | 0.1 | -1
Nc1ccc(/C=C/c2ccc3ncccc3c2)cc1 | -20 | -2.4 | 8 | -1 | -1 | -2 | 1 | 6 | -0.5 | 8
C/C(=N\Nc1ccc(C(=O)O)cc1)c1ccc(Br)cc1 | -2 | 2.5 | -15 | -2 | -15 | 0 | 11 | -4 | 0.9 | 1
COc1ccccc1CCNC(=O)C(=O)NCC1OCCN1S(=O)(=O)c1ccc(Cl)cc1 (stereo not drawn) | 4 | -0.8 | -11 | -1 | -6 | 2 | 4 | 1 | -0.4 | 0
C/C(=N\NC(N)=S)C1=CCC2C3CC[C@H]4CC(O)CC[C@]4(C)C3CC[C@]12C (stereo partly drawn) | -3 | 2.2 | 1 | -2 | 4 | -2 | 2 | -1 | -0.4 | -6
C[C@@H]1[C@H]2CCCC[C@H]2CN(C(=O)OC(C)(C)C)[C@@H]1CC(=O)c1ccccc1 | 8 | 2.7 | 1 | 1 | 2 | 0 | -1 | -2 | 0.5 | -4
CN1CCC2(CC1)C1CN(C)CC=C1C(C#N)=C(N)C2(C#N)C#N (stereo not drawn) | -178&-149 | 0.5&0.2 | -9&-18 | 5&-4 | 6&3 | 5&3 | -74&-39 | 9&-7 | -7.0&-4.8 | 4&1
CCOc1ccc(C(C)=O)cc1CN1C(=O)NC2(CCCCCC2)C1=O | -4 | 4.6 | 7 | 3 | 0 | 1 | 1 | -6 | 0.4 | 2
CC(NC(=O)C(=O)c1cn(CC(=O)N2CCCC2)c2ccccc12)c1ccccc1 (stereo not drawn) | -3 | 0.6 | -6 | 4 | -12 | 3 | 2 | 7 | -0.3 | 4
CC(C)c1ccc(C(=O)N2CCCC(c3cc(C(=O)Nc4ccc5c(c4)OCO5)no3)C2)cc1 (stereo not drawn) | -3 | -0.3 | 6 | 6 | 11 | 0 | 5 | -5 | 0.3 | 2
COc1ccc(CC(=O)N/N=C/c2cccs2)cc1OC | 10 | 0.2 | -1 | -2 | 0 | 2 | 4 | 3 | 0.4 | -6
N#C/C(=C/c1cccn1-c1cccc(C(=O)O)c1)c1ccc(Cl)cc1 | -4 | 0.9 | -18 | 0 | -3 | -5 | 34 | -8 | 0.1 | -12
COc1ccc(Cl)cc1NC(=O)CN(C)CC(=O)Nc1cc(OC)c(OC)c(OC)c1 | -2 | -3.8 | -4 | -1 | 8 | 6 | 1 | -2 | 0.2 | -2
CCOC(=O)C1=C(C(=O)OCC)N(CC)CCC1=O | -13 | 0.8 | -2 | 4 | 6 | 2 | -1 | 6 | 0.0 | 1
CCNc1nc(SCC(=O)OC)nc(N2CCOCC2)n1 | 0 | 1.2 | 1 | -3 | -3 | 4 | -1 | -3 | -0.5 | 2

(cont.)
Each structure is followed by: ADAM10 inh	GAA850 FXN act	HGIII-sPLA2 inh	GC-B act	ARFGAP1 inhibitor	DDE Tn6 FP inh	rCAG RNA binder	ASAP1 inh	KLK7 zymogen act	GC-A act
O=S(=O)(Nc1ccc(N2CCOCC2)cc1)c1ccc2ccccc2c1
    -1	0.9	6	-4	8	1	1	0	0.1	0
COCCCN1C(=O)[C@H](CC(=O)N2CCSCC2)[C@]2(C(=O)OC)CCCCC=C12
    -4	.	7	4	.	2	4	.	0.1	4
COc1cc(SC#N)ccc1N=Cc1c(C)[nH]n(-c2ccc(Cl)cc2)c1=O
    1	1.8	8	-1	6	9	1	0	0.2	-6
CC[N+]1(C)CCC(=C2c3ccccc3CC(=O)c3sccc32)CC1 (stereo not drawn)
    -8	-1.2	1	1	-17	-3	0	2	-0.6	1
CCN1CCN(S(=O)(=O)c2ccc(Cl)c(C(=O)N(CC)Cc3ccccc3)c2)CC1
    -4	-1.2	-6	1	-6	11	-6	1	-0.2	4
O=C(Nc1cccc2ccccc12)c1ccc2sc([C@H]3C[C@H](O)[C@@H](CO)O3)nc2c1
    -14	1.9	10	11	0	-2	3	6	-0.6	11
O=C(Nc1ccc(-c2ccc3nncn3n2)cc1)c1ccc(Br)o1
    -51	0.2	-2	-3	11	0	7	-6	1.0	1
CSCC[C@H](NC(=O)c1cccs1)C(=O)N1CCC2(CC1)NCCc1[nH]cnc12
    -4	-0.7	4	1	11	0	-1	0	0.9	3
O=[N+]([O-])c1cccc2ccc(/C=C/c3ccc(C(F)(F)F)cc3)nc12
    5	2.3	-1	-5	20	0	8	12	-0.1	-5
CCn1c(O)c(N=NC(=O)CNC(=O)c2ccccc2F)c2ccccc21
    2	0.6	0	-5	-1	3	4	-16	0.1	1
Cc1cccc(C(=O)N[C@H](C(=O)OCC(=O)NC2CCS(=O)(=O)C2)C(C)C)c1 (stereo partly drawn)
    1	0.3	0	3	3	3	1	3	-0.4	-1
CCOC(=O)C1CCN(C(=O)CN2C(=O)NC(C)(c3ccc4cc(OC)ccc4c3)C2=O)CC1 (stereo not drawn)
    -1	-1.6	-3	-5	7	7	1	-1	-0.2	5
COCCN(C(=S)Nc1ccc(OC)c(Cl)c1)C1CCN(C(C)=O)CC1
    3	1.8	19	4	0	3	5	-20	0.5	1
CN(/N=C/c1cc(Cl)cc(Cl)c1O)C(=S)NC(C)(C)C
    -8	-1.2	0	9	-12	9	20	6	-3.4	4
Cc1cc(C)n2nc(C(=O)OCCOc3cccc(Br)c3)nc2n1
    -1	0.4	-3	-12	3	-1	-2	7	0.3	-2
CCOC(=O)c1cccc(NC(=O)C2CCN(c3ncnc4c3nc3n4CCCCC3)CC2)c1
    -1	2.9	6	-6	-1	-5	0	11	-0.3	-4
CC1(C(=O)N2CCCCC2)CCN1C(=O)Cc1ccc(-c2ccccc2)cc1 (stereo not drawn)
    -8	-0.1	10	2	1	8	-1	1	-0.3	7
COc1ccc(C(=O)CSc2nnc(CN3CCCCC3)n2-c2ccc(F)cc2)cc1OC
    9	3.4	-50	-1	9	-4	0	9	-0.2	-5
O=C(c1cc(-c2ccc(O)cc2)on1)N1CCCc2ccccc21
    8	2.4	-33	-4	0	2	6	6	0.9	2
O=C(CN1C(=O)NC(c2ccccc2)(c2ccccc2)C1=O)N1CCOCC1
    -8	-0.7	2	-4	6	-4	0	-1	0.2	-2
COc1cccc(Nc2nc(N)nc(-c3oc4ccccc4c3C)n2)c1
    9	-1.6	-44	-21	3	-3	18	11	-2.1	-28
O=C(CSc1nnc(-c2ccccc2)n1-c1ccccc1)N1c2ccccc2Sc2ccccc21
    7	0.6	7	-19	-7	-3	3	3	0.2	-35
Cc1ccc(Sc2c([N+](=O)[O-])c(=O)n(C)c3ccccc23)cc1
    -6	2.2	8	5	15	-3	-1	2	0.5	16
Cc1ccc(S(=O)(=O)NNC(=O)c2cccs2)c(C)c1
    10	-1.5	-7	-3	-2	5	2	0	-0.1	0
Cn1c(=O)c2cc(S(=O)(=O)N3CCN(c4cccc(C(F)(F)F)c4)CC3)ccc2n(C)c1=O
    0	-1.2	-3	-7	-11	-4	0	-2	0.3	-3
COc1cccc(OC)c1C(=O)Nc1nc(COc2ccccc2)cs1
    4	-0.1	-8	0	1	1	2	5	0.6	2
O=C(O)Cn1c2c(c3ccccc31)CSc1ccc(Cl)cc1-2
    -14	-0.6	-3	11	-7	-3	58*	-1	-1.3	11
CN(/C=C/C(=C/C=[N+](C)c1ccccc1)OCCCS(=O)(=O)[O-])c1ccccc1
    -1	1.7	3	0	5	8	-2	-2	1.0	1
Cc1c(Br)c([N+](=O)[O-])nn1CC(=O)NCc1ccccn1
    -4	-0.1	5	2	-8	3	-1	3	-0.3	1
C#CCOCCOCCOCCNc1nc(N2CCN(C(=O)[C@H](CCC(=O)O)n3cc(CN)nn3)CC2)nc(N2CCN(C(=O)[C@H](CCCN=C(N)N)n3cc(C(N)[C@@H](C)CC)nn3)CC2)n1 (stereo partly drawn)
    -1	1.1	2	-3	-4	-3	6	-7	0.2	1

Complete entries, quoted from the list. Values in the order: ADAM10 inh, GAA850 FXN act, HGIII-sPLA2 inh, GC-B act, ARFGAP1 inhibitor, DDE Tn6 FP inh, rCAG RNA binder, ASAP1 inh, KLK7 zymogen act, GC-A act
Listed for Nc1ccc(/C=C/c2ccc3ncccc3c2)cc1 : -20, -2.4, 8, -1, -1, -2, 1, 6, -0.5, 8
Listed for C#CCOCCOCCOCCNc1nc(N2CCN(C(=O)[C@H](CCC(=O)O)n3cc(CN)nn3)CC2)nc(N2CCN(C(=O)[C@H](CCCN=C(N)N)n3cc(C(N)[C@@H](C)CC)nn3)CC2)n1 (stereo partly drawn) : -1, 1.1, 2, -3, -4, -3, 6, -7, 0.2, 1
Listed for CCN1CCN(S(=O)(=O)c2ccc(Cl)c(C(=O)N(CC)Cc3ccccc3)c2)CC1 : -4, -1.2, -6, 1, -6, 11, -6, 1, -0.2, 4
Listed for Cc1c(Br)c([N+](=O)[O-])nn1CC(=O)NCc1ccccn1 : -4, -0.1, 5, 2, -8, 3, -1, 3, -0.3, 1

High-throughput results from PubChem BioAssay.
